HTR5A inv ag: inverse agonist of human HTR5A in OPRM1-OPRD1 counter-screen; hit rate 0.083% among 340,000; AID 504634; P47898; inhibition, % at 9.3 µM; HTR5A cell line, luminescence, inverse agonism; in the data active = inhibition mostly above about 23%, no sharp cut-off; inactive = mostly below about 18%;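 note: 0% = cells with DMSO and 100% = no-cell wells with DMSO; some compounds called inactive have numbers as strong as hits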
PKA-R1A act: activators of PKA-R1A complex | P00514+P68181 | PKA-R1A dissociation, Cy5-IP20 fluorescence polarization; scaled: DMSO 0%, 113 µM cGMP 100% | activation, % at 11.4 µM | hit rate 0.083% among 340,000 | AID 504707;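 active = percent activation above the mean of all tested compounds plus 3 SD, cut at about 19% in these data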;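 note: higher means more PKAc released from R1A so a rise in polarization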
Ecoli viability: reduces bacterial viability in AddAB counter-screen; AID 449728; hit rate 0.27% among 330,000; E. coli V3065 growth, OD600 absorbance, 18 h; inhibition, % at 11.9 µM;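 active = inhibition above the campaign's mean inhibition across all tested compounds plus 3 SD, cut at about 9.9% in these data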;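 note: uninfected addAB+ strain grown without phage in ampicillin broth; 0% = DMSO wells and 100% = ciprofloxacin 0.95 µg/ml wells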
phage Ecoli inh: E. coli growth loss with phage present | inhibition, % at 11.9 µM | growth absorbance | hit rate 0.26% among 360,000; in the data active = inhibition above about 11%
HTR5A ag ctr: counter-screen for OPRM1-OPRD1 agonists: human HTR5A agonism. hit rate 0.61% among 340,000. AID 504692. P47898. HTR5A agonist assay, luminescence, cell-based. activation, % at 9.3 µM; in the data active = activation mostly above about 9.5%, no sharp cut-off; inactive = mostly below about 7.6%;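 note: 0% = cells with vehicle only and 100% = reference agonist; strong numbers were not always called active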
DAGLB inhibitor: blocks human DAGLB lipase activity | inhibition, % at 5.17 µM | Q8NCG7 | HEK293T DAGLB membrane lysate, EnzChek fluorogenic substrate | hit rate 0.059% among 340,000; in the data active = inhibition above about 34%;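 note: 0% = enzyme with vehicle and 100% = wells lacking enzyme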
CDK5 inh: blocks human CDK5/p35 kinase activity. hit rate 0.01% among 330,000. Recombinant CDK5/p35, ADP-Glo luminescence, 60 min. inhibition, % at 10 µM. AID 488839. Q00535+Q15078;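 active = highest replicate inhibition of at least 50% and at least 75% of replicates reaching 50%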;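 note: plate controls were DMSO neutral control for no effect and GW8510 at 10 µM for full effect; many of its hits are not listed in these tables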
Target sequence (Q00535 whole entry, looked up): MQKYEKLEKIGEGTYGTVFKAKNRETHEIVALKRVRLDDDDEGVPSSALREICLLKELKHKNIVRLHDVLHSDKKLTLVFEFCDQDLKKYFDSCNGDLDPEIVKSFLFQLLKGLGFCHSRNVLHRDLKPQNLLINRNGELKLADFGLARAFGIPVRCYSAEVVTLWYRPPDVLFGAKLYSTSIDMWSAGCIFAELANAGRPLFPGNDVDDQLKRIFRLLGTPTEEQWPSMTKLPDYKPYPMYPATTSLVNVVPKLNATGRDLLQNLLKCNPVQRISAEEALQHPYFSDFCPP
Target sequence (Q15078 whole entry, looked up): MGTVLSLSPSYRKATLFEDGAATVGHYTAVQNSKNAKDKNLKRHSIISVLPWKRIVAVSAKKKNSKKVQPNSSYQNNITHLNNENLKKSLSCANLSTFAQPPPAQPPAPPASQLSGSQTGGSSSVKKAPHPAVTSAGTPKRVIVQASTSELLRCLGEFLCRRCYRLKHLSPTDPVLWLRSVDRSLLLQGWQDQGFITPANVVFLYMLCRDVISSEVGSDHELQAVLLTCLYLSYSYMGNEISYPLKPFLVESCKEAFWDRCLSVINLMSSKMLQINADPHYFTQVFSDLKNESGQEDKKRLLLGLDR
SUMO Mot1 rescue: inhibitors of SUMOylation pathway: yeast Mot1-301 growth rescue; S. cerevisiae Mot1-301 growth rescue, ATP luminescence, 38.5C; percent above DMSO median, 100 means doubled; growth rescue, % at 18.8 µM; hit rate 1% among 320,000;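 active = every valid replicate shows activation above 250% relative to neutral control wells; inactive = the rest, any valid replicate at or below 250%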;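 note: OY570 slx delta 5 strain wells were the positive control but not used for scaling; some compounds called inactive have numbers as strong as hits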
AddAB inh: less growth of phage-infected E. coli with AddAB | AID 435030 | hit rate 0.29% among 330,000 | E. coli expressing H. pylori AddAB, absorbance growth | inhibition, % at 11.9 µM; in the data active = inhibition above about 12%;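 note: 0% = vehicle wells of infected cells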
PKA-R2B act: PKA-R2B complex activation; activation, % at 11.4 µM; P22694+P31323; AID 504700; PKA-R2B holoenzyme dissociation, Cy5-IP20 fluorescence polarization; R2B truncated from residue 108, S112A mutant; 0% DMSO only, 100% 113 µM cGMP; hit rate 0.079% among 340,000;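 active = activation above a cutoff set at the mean over all compounds plus 3 SD, cut at about 18% in these data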;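 note: higher means more holoenzyme dissociation and a rise in polarization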
Target sequence (P31323 whole entry, looked up, other chains not shown, the tested form may be a part): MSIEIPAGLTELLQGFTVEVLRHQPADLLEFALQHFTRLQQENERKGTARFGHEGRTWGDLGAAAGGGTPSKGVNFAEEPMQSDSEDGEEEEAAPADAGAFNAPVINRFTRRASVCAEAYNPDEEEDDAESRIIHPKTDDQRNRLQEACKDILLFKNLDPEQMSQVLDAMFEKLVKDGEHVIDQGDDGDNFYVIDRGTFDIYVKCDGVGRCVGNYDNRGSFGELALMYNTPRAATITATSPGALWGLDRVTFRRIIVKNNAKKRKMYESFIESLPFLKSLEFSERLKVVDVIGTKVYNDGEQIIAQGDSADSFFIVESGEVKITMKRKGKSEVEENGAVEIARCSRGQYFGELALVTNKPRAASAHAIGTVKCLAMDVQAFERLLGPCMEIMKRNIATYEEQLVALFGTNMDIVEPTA
Tat export inh: blocks Tat-dependent protein export in E. coli. E. coli MC4100 TorA-mCherry Tat export, fluorescence. inhibition, % at 10 µM. hit rate 0.036% among 340,000;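 active = mean replicate inhibition at least 50% and at least half of replicates individually reaching 50%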;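 note: exported cargo escapes ClpAP degradation while cytoplasmic cargo is degraded and loses fluorescence; 0% = median of neutral control wells and 100% = median of NaSCN control wells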
Active calls of the source: *; i = inactive; · = not tested or not shown.

SMILES | HTR5A inv ag | PKA-R1A act | Ecoli viability | phage Ecoli inh | HTR5A ag ctr | DAGLB inhibitor | CDK5 inh | SUMO Mot1 rescue | AddAB inh | PKA-R2B act | Tat export inh
O=C(Cn1c(=O)oc2ccccc21)Nc1ccccc1Cl | -2 | 2 | 0.3 | 4.2 | 0 | -2 | -0.4 | 1 | 2.4 | -2 | 8
COc1cccc(OC)c1OCCCCn1cnc2ccccc2c1=O | 17 | -18 | 1.2 | -1.6 | -2 | -3 | 1.0 | -11 | 5.6 | -14 | 0
COc1ccc(-c2nc(-c3cccc(C)c3)no2)cc1OC | -6 | 1 | -3.7 | · | 2 | -10 | 1.2 | -6 | -3.1 | -3 | -2
C/C(=N\Nc1cccc(C(=O)O)c1)c1ccc(Cl)s1 | -5 | -11 | 0.7 | 3.8 | 6 | 6 | -3.3 | -3 | 1.1 | 6 | -6
O=c1cc(N2CCCCC2)c2ccccc2o1 | -1 | -1 | 0.4 | 1.5 | 0 | -1 | 2.3 | 13 | 1.2 | 1 | 6
CCCNC(=O)COc1coc(CN2CCN(Cc3ccccc3)CC2)cc1=O | -7 | 8 | 0.0 | 1.3 | -1 | -1 | -1.3 | 9 | 1.0 | 0 | -1
CC1CC(C)CN(S(=O)(=O)c2cccc3nsnc23)C1 (stereo not drawn) | -5 | -8 | 2.4 | 3.0 | 2 | -1 | -5.7 | -8 | -1.9 | 4 | -3
CC(=O)c1c(C)[nH]c(C(=O)COC(=O)CCNS(=O)(=O)c2ccc(C)c(C)c2)c1C | 21 | 1 | -0.3 | -2.1 | 9 | -5 | 0.8 | -10 | -1.3 | 11 | -3
Cc1ccc(/C=N/NC(=O)c2cc3ccccc3cc2O)o1 | 6 | -3 | 1.6 | 6.3 | -3 | -9 | 1.4 | 48 | 2.2 | -11 | -20
CCc1nc(SCC(=O)N2CCN(c3ccccc3)CC2)c2oc3ccccc3c2n1 | -30 | 3 | 0.6 | -0.2 | -3 | -4 | 0.0 | -10 | -1.6 | -5 | 8
Cc1ccc(S(=O)(=O)N2CCC(C(=O)Nc3ccc(N4CCOCC4)cc3)CC2)cc1C | -7 | -6 | · | 3.5 | 6 | 3 | 1.1 | · | · | 4 | 4
CNc1ccc(Br)cc(C(=O)/C=C/c2cccc(Cl)c2Cl)c1=O | 14 | -2 | · | 3.4 | -5 | 22 | -1.9 | · | · | -14 | -1
c1ccc(-n2ncc3c(NCc4ccc5c(c4)OCO5)ncnc32)cc1 | -4 | -8 | -2.4 | 1.6 | 2 | -3 | -1.4 | -8 | -0.6 | -3 | -1
CN(Cc1ccccc1)S(=O)(=O)c1ccc(OCC(=O)NCc2cccnc2)cc1 | -11 | -16 | -2.7 | -1.8 | 4 | 2 | -4.8 | -7 | 1.1 | 8 | -12
c1ccc(OCCSc2ncnc3nc[nH]c23)cc1 | -29 | 0 | -0.5 | 2.5 | -3 | -4 | 0.7 | -4 | 2.8 | 10 | 7
Cc1cc(C)nc(-n2nc(C)cc2NC(=O)CN2CCCC(C)C2)n1 (stereo not drawn) | -11 | -7 | -2.9 | 0.1 | 5 | 2 | -15 | -5 | -2.3 | -9 | 17
COc1cc(C(=O)O)cc(OC)c1OCc1cc(C(=O)O)oc1C | -10 | 2 | 1.2 | 3.0 | 3 | -2 | 1.0 | 4 | -1.2 | -6 | 3
CC(C)[C@H](NC(=O)c1c(F)cccc1F)C(=O)N1CCN(c2ccc(F)cc2)CC1 | -1 | 2 | -0.2 | -3.5 | -7 | 3 | -4.8 | 264 | 3.4 | -11 | 32
Cc1cc(C(=O)Nc2cccc(NC(=O)c3ccco3)c2)ccc1[N+](=O)[O-] | -1 | -10 | · | -0.2 | 1 | 1 | -2.2 | -5 | · | -6 | -3
CCCOn1c(-n2nc(C)cc2C)nc2ccccc2c1=O | 12 | 7 | -0.9 | 2.6 | -5 | 1 | 0.3 | -3 | 3.3 | 0 | 17
Cc1onc(-c2ccccc2Cl)c1C(=O)NCc1ccc(S(N)(=O)=O)cc1 | 13 | 10 | 0.2 | 3.0 | -3 | 0 | 0.7 | 120 | 0.7 | 0 | -2
O=C(COC(=O)c1ccccc1NC(=O)c1ccco1)Nc1ccc2c(c1)OCO2 | -21 | -11 | 2.0 | 2.8 | 8 | -1 | -1.0 | 6 | 2.1 | 0 | -1
O=Cc1ccc(-c2cccs2)s1 | -10 | 16 | · | 2.9 | 3 | -2 | -1.0 | · | · | -8 | -1
CC1Oc2ccccc2N(Cc2cccnc2)C1=O (stereo not drawn) | 4 | -6 | -0.1 | 0.7 | 2 | 1 | 1.7 | -9 | 0.0 | -6 | 0
O=C(NCC1CC1)c1onc(CSc2ccc(F)c(F)c2)c1C(=O)NCC1CC1 | 18 | -5 | 1.4 | 1.3 | -3 | -11 | 0.5 | 2 | 3.0 | -6 | -6

Additional entries follow.
SMILES | HTR5A inv ag | PKA-R1A act | Ecoli viability | phage Ecoli inh | HTR5A ag ctr | DAGLB inhibitor | CDK5 inh | SUMO Mot1 rescue | AddAB inh | PKA-R2B act | Tat export inh
CCOC(=O)c1cccc(NC(=O)c2cncc(Br)c2)c1 | -14 | -8 | 0.3 | 2.6 | 5 | -3 | -2.6 | 5 | 3.4 | 10 | 2
CCCCc1c(C)nc2ccc(C)cc2c1SCCC(=O)O | -13 | -10 | -2.0 | 2.3 | 4 | 5 | 0.9 | 0 | 2.2 | -1 | -3
CCOc1cccc(/C=C2\NC(=S)N(c3ccccc3)C2=O)c1O | 7 | -7 | -0.3 | 1.3 | -2 | 5 | 4.7 | 5 | -0.6 | -6 | 3
O=C(NC12CC3CC(CC(C3)C1)C2)c1cnccn1 | -25 | 4 | -1.5 | 2.2 | 3 | 0 | 2.0 | 118 | 0.8 | 10 | -5
Cc1ccc(OCCCCn2cnc3ccccc32)c(C)c1 | 8 | 1 | -0.8 | -7.0 | 3 | -1 | 0.2 | -11 | 0.3 | -10 | -3
COc1ccc(N(CC(=O)N2CCN(C)CC2)S(=O)(=O)c2ccccc2)cc1 | 5 | 0 | -2.1 | 0.5 | -2 | 1 | -1.0 | -8 | 1.6 | 0 | 7
O=C(CN1CCC(NC(=O)c2ccccc2Cl)CC1)NCc1ccccc1 | -13 | 11 | -0.5 | 1.1 | -1 | 1 | -0.7 | -4 | 2.4 | -1 | 6
CN(C)c1nc(N(C)C)c2cnn(C)c2n1 | 5 | 1 | · | 2.8 | -1 | 2 | 1.9 | · | · | 10 | 2
CC(/C=C1\SC(=S)N(CC(=O)O)C1=O)=C\c1ccccc1 | 0 | 5 | -1.0 | 2.3 | 0 | 8 | -0.6 | 221 | -1.3 | 1 | -6
CCN(CC)c1ccc(NC(=O)c2ccc(=O)[nH]c2)cc1S(=O)(=O)Nc1ccccc1OC | 2 | 0 | -2.0 | 1.8 | 3 | 1 | -1.7 | -9 | 0.9 | 0 | 2
CCC1Sc2ccc(S(=O)(=O)CCC(=O)Nc3cccc(Br)c3)cc2NC1=O (stereo not drawn) | 3 | -6 | -1.2 | -0.8 | 1 | 1 | · | -15 | 2.5 | -7 | 0
CCOc1ccc(CCNC(=O)c2ccc3ccccc3n2)cc1OCC | 2 | -1 | 2.1 | -0.6 | -1 | -4 | -0.2 | i | 4.0 | 5 | 2
O=C(Nc1c2c(nn1-c1ccc(F)cc1)CSC2)c1ccc(S(=O)(=O)N2CCOCC2)cc1 | -34 | -10 | -0.9 | · | 1 | 5 | -1.3 | -11 | 1.1 | -1 | -8
O=C(CN1CCN(S(=O)(=O)c2cccc(F)c2)CC1)NCC1(N2CCOCC2)CCCCC1 | -9 | -10 | -2.5 | 1.8 | 4 | -3 | -1.3 | · | -0.6 | 0 | 0
CCc1nc2n[nH]c(N)c2c2c1CCCC2 | 20 | -6 | -0.8 | 1.4 | 2 | 0 | 1.6 | 0 | 0.6 | 4 | 3
CCOc1ccc(N(CC(=O)NCc2ccc(Cl)cc2)S(=O)(=O)c2ccccc2)cc1 | 2 | -6 | -2.5 | 1.4 | -1 | -3 | -2.1 | -3 | -2.9 | -2 | 1
COc1ccc(Nc2nnc(SCc3cn4c(C)cccc4n3)s2)cc1 | -7 | -6 | 16* | 14* | -1 | 3 | -0.4 | 4 | 16* | -4 | -31
O=CN1CCN(C(=O)c2ccccc2F)CC1 | -2 | -4 | 0.6 | 4.0 | 1 | 2 | -1.0 | -7 | 0.6 | -2 | 0
CC(C)CCNC(=O)C(=O)Nc1cc2c3c(c1)CCC(=O)N3CCC2 | 8 | -6 | -0.2 | 2.5 | -1 | 2 | -0.5 | 42 | 2.5 | -4 | 6
O=C(Nc1ccn(CCCNCCN2CCOCC2)c(=O)n1)OCc1ccccc1 | 17 | -5 | · | 2.3 | -5 | 0 | 1.1 | · | · | -10 | 1
c1ccc2nc(-c3ccc(-n4ccnc4)cc3)ccc2c1 | -23 | -10 | -0.3 | -0.2 | 6 | 0 | 1.2 | 20 | 0.6 | -1 | 5
N=c1oc2ccccc2cc1C(=O)NC1CCCCCC1 | 2 | -5 | 2.3 | 0.2 | 3 | -2 | 0.3 | -4 | -0.6 | 3 | 3
O=C(CSc1nc2nn(-c3ccccc3)c(=O)c-2c2n1CCCCC2)Nc1ccc(F)c(F)c1 | 9 | 8 | 1.1 | 3.0 | -2 | 1 | -4.8 | 5 | -1.6 | -2 | 5
CCCN(CCC)C(=S)NC(=O)c1ccc(Cl)cc1Cl | -6 | -1 | -2.1 | -1.7 | 0 | 2 | -0.6 | 55 | -4.3 | -7 | 2
CCOc1ccc(CN2CCN(S(=O)(=O)c3ccc(NC(C)=O)cc3)CC2)cc1 | 2 | -14 | -2.3 | 2.0 | -1 | 0 | 0.7 | 1 | 0.4 | 2 | 2

New compounds follow
SMILES | HTR5A inv ag | PKA-R1A act | Ecoli viability | phage Ecoli inh | HTR5A ag ctr | DAGLB inhibitor | CDK5 inh | SUMO Mot1 rescue | AddAB inh | PKA-R2B act | Tat export inh
CCC(=O)c1ccc(N2CCCCCC2)c(F)c1 | 1 | -1 | -2.0 | 5.0 | -1 | -10 | 1.8 | 181 | 1.9 | -7 | 4
COc1ccccc1N1CCN(Cc2ccc(C(=O)O)cc2)CC1 | -9 | -14 | 1.2 | 0.1 | 3 | 3 | 1.0 | -8 | 1.9 | -7 | -8
Cc1nn(C)c(C)c1S(=O)(=O)N(CC(=O)Nc1ccccn1)c1ccc(C(C)C)cc1 | -12 | 0 | 0.9 | 3.9 | 4 | -5 | -1.6 | · | -0.1 | 7 | 3
CCN(CC)S(=O)(=O)c1ccc(N/N=C(\C)c2ccncc2)c([N+](=O)[O-])c1 | 6 | -5 | 4.0 | 0.8 | -2 | -1 | 0.7 | 5 | 1.0 | -1 | 1
COc1ccc(/C=C(/NC(=O)c2ccccc2)C(=O)N/N=C/c2cccs2)cc1OC | 8 | -4 | 2.0 | -1.4 | 2 | 4 | 2.2 | 125 | 1.4 | 9 | -4
O=C(NCc1cccnc1)c1cnn2ccccc12 | 3 | -2 | 1.3 | -1.0 | -1 | 0 | 0.4 | -24 | 0.2 | -10 | 1
COc1nc(Cl)cn(-c2ccc(Cl)cc2)c1=O | 5 | -14 | 1.6 | 4.7 | 1 | 1 | · | 18 | 3.1 | -2 | -4

Compound activity deposited in PubChem BioAssay by several laboratories.
